# GPR151 activ – activators of human GPR151, primary screen, cell-based, PathHunter beta-arrestin, luminescence; G-protein coupled receptor 151 (Homo sapiens), Q8TDV0; PathHunter beta-arrestin GPR151 cells; activation, % at 11.2 µM; 650,000 compounds, 1% hits; AID 1508602, 2020; in the data active = activation above about 4.9%;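 also: 0% = median of compound wells and 100% = cells with positive control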
# Target sequence (Q8TDV0 whole entry, looked up): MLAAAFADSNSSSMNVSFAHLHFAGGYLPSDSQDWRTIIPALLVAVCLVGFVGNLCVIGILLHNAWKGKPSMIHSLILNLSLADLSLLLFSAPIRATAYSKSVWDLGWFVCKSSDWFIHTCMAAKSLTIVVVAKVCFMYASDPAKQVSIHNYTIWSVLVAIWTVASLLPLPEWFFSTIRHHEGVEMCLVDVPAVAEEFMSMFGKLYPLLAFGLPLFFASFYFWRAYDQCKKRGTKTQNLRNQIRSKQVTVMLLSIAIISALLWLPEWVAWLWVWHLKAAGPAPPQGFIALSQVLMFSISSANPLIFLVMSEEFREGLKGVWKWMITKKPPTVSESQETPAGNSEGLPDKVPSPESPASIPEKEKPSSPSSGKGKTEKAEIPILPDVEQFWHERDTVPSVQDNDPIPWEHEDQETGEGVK
# MITF inh – MITF inhibitors, primary screen, biochemical, AlphaScreen, human | Microphthalmia-associated transcription factor (Homo sapiens), O75030 | AlphaScreen MITF homodimerization, bead proximity signal | inhibition, % at 2.6 µM | 650,000 compounds, 0.91% hits | AID 1259374, 2018; in the data active = inhibition above about 50%;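 also: 0% = vehicle wells with protein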
# Target sequence (O75030 whole entry, looked up): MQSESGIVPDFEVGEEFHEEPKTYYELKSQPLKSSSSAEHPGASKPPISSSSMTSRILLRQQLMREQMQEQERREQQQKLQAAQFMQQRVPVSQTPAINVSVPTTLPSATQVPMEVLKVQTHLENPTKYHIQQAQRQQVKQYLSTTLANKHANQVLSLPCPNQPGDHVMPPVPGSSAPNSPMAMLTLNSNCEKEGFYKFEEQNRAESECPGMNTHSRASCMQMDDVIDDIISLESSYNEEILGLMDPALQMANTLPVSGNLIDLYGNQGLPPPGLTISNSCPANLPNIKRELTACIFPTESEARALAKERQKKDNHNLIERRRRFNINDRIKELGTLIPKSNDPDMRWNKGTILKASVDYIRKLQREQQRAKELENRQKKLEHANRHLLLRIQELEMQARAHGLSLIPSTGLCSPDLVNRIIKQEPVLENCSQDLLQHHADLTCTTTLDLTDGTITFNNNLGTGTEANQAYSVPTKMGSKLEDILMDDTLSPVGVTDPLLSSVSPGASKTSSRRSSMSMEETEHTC
# TEAD-YAP block – TEAD-YAP interaction inhibition, primary screen, TEAD-YAP interaction inhibitor project, luminescence, HEK-TIYL cells; TEAD-Gal4/YAP UAS-luciferase luminescence; inhibition, % at 9.12 µM; 640,000 compounds, 1.4% hits; in the data active = inhibition above about 32%;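 also: 0% = median of test compound wells and 100% = reference inhibitor wells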
# FBW7 act – FBW7 E3 ligase activators, primary screen, biochemical, AlphaScreen, human; 650,000 compounds, 0.13% hits; normalized activity (activation), % at 26.1 µM; F-box/WD repeat-containing protein 7 (Homo sapiens), Q969H0; AlphaScreen FBW7–phospho-cyclin E peptide binding, activator screen; AID 1259310, 2017; in the data active = normalized activity above about 1.9%;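 also: purified mutant Fbw7 with reduced substrate affinity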
# Active calls of the source: *; & = joins results of further samples.
nr	smiles	GPR151 activ	MITF inh
1	CC(C)(O)C#Cc1ccc(C(=O)N2CCN(c3ccc(Cl)c(Cl)c3)CC2)o1	0.9	-2
2	CCOC(=O)N1CCN(C(=O)c2sc3nc(C)nc(N4CCOCC4)c3c2C)CC1	-0.5	3
3	O=C(O)c1cccc(NC(=S)NC2CCS(=O)(=O)C2)c1 (centres undefined)	-0.5	0
4	Cc1cc(=O)n(CC(=O)c2cc(C)n(Cc3ccccc3Cl)c2C)c(=O)[nH]1	0.8	-1
5	Cc1csc(SCC(=O)Nc2cccc3nsnc23)n1	-1.2	-9
6	COc1ccc(N)c(NC(=O)c2ccco2)c1	-1.0	-7
7	CN(Cc1ccsc1)C(=O)CC1(c2ccccc2)CC(=O)N(Cc2cccnc2)C1=O (centres undefined)	-0.8	-6
8	COC(=O)CCc1sc(Nc2ccc(OC)cc2)nc1-c1ccc(OC)cc1	-0.8	6
9	CCCCN1C(=O)C2C(C(=O)Nc3ccc(C(C)C)cc3)C3C=CC2(O3)C1C(=O)NC1CCCCC1C (centres undefined)	-1.4	10
10	COc1ccccc1C(=O)N1CCC(C(=O)NC(c2ccccn2)c2ccccc2C)CC1 (centres undefined)	-1.6	-4

nr	TEAD-YAP block	FBW7 act
1	2	0.1
2	5	0.1
3	4	0.1
4	-5	-0.1
5	14	0.6
6	-16	-0.1
7	12	0.0
8	3	-0.2
9	-3	0.1
10	0	-0.2

# New compounds follow.
nr	smiles	GPR151 activ	MITF inh
11	CC(=O)Nc1ccc(NC(=O)C2=C(C)C(=O)OC23CCC(C)CC3)cc1 (centres undefined)	-0.5	10
12	COc1ccc(N2CCN(CCCn3c(SCc4ccc([N+](=O)[O-])cc4)nc4ccsc4c3=O)CC2)cc1	-0.4	1
13	Cc1ccc(OCC(=O)NCCc2c[nH]c3ccccc23)cc1	-0.9	4
14	CCOc1ccccc1NC(=O)Nc1cc(C)cn(Cc2ccc(F)cc2)c1=O	-0.4	-9
15	COC(=O)c1nc(NC(=O)c2ccc(Cl)cc2)n[nH]1	4.1	-4
16	Cc1c(Cl)cccc1Nc1nc(N)nc(CN2CCCCC2C)n1 (centres undefined)	0.4	-10
17	Cc1ccc2nc(NC(=O)c3ccc(-c4ccccc4)cc3)sc2c1	-0.1	9
18	O=C(COc1ccc(Cl)cc1)N/N=C/c1ccccc1[N+](=O)[O-]	0.7	11
19	N#C/C(=C\c1nn(CCO)c(N)c1C#N)c1ccc(Cl)cc1Cl	-0.3	63*
20	O=[N+]([O-])c1ccc(OCCCN2CCCCC2)cc1	0.4	-4

nr	TEAD-YAP block	FBW7 act
11	0	0.2
12	0	-0.1
13	1	-0.1
14	6	0.0
15	-7	-0.1
16	2	0.1
17	-2	0.1
18	0	0.1
19	-2	0.1
20	0	0.0

# (more compounds)
nr	smiles	GPR151 activ	MITF inh
21	CCCOC1CCCN(C(=O)c2ccc(OC)c(OC3CCN(C(C)C)CC3)c2)C1 (centres undefined)	-0.5	7
22	COc1ccc(C2C(C(=O)Nc3ccccn3)=C(C)NC3=C2C(=O)CCC3)c(OC)c1 (centres undefined)	2.6	14
23	Nc1nnc(SCC(=O)O)s1	0.4	12
24	O=C(O)CN1C(=O)c2ccc(C(=O)O)cc2C1=O	-2.7	3
25	Cc1cc(C)c(OCC(O)CNC2CC(C)(C)NC(C)(C)C2)c(C)c1 (centres undefined)	3.7	13
26	CC1CCN(c2c(NCc3ccc(C(=O)NCc4cccnc4)cc3)c(=O)c2=O)CC1	0.2	7
27	CCOc1cc(CN2CCc3c(nc(N4CCC(C)CC4)[nH]c3=O)C2)ccc1OC	-0.2	-6
28	COc1cc(-c2nc3ccccc3c(=O)n2NC(=O)c2c(F)cccc2F)cc(OC)c1OC	0.8	-7
29	CC(=O)NC1=NC(=O)/C(=C\c2cccc([N+](=O)[O-])c2)S1	0.0	14
30	O=C1CN(C(=O)c2ccccc2Br)C(c2ccccc2)c2cc(Br)ccc2N1 (centres undefined)	-0.8	-22

nr	TEAD-YAP block	FBW7 act
21	0	0.0
22	10	0.0
23	-9	0.1
24	-2	0.6
25	-2	0.2
26	4	0.0
27	-6	-0.1
28	4	0.2
29	-7	0.2
30	9	0.3

# (list continues)
nr	smiles	GPR151 activ	MITF inh
31	O=C(O)c1cc(S(=O)(=O)Nc2ccccc2C(=O)NCc2ccco2)ccc1Cl	-0.7	-1
32	CN1C(=O)CCC12CCN(C(=O)C1CCCc3c1[nH]c1ccccc31)CC2 (centres undefined)	-0.6	10
33	COc1cccn2c(C(=O)N(C)C(C)C)c(C(F)(F)F)nc12	-0.1	6
34	c1ccc2c(Nc3nc(NC4CC4)c4ncn(C5CCCCC5)c4n3)nccc2c1	3.1	14
35	CC1(C)Cc2ccccc2C(=NCCCC(=O)O)N1	0.0	-9
36	CC1CN(CC(O)COc2ccc3ccccc3c2)CC(C)O1 (centres undefined)	-1.7	-3
37	CCN(CC)CCn1c2ccccc2n2nc(C)cc12	0.9	-9
38	CC(C)C(=O)Nc1ncc(C(F)(F)F)cc1Cl	2.3	8
39	CN=c1c([N+](=O)[O-])nn(-c2ccc(Cl)cc2)n1O	1.4	19
40	CC1=C(C(=O)OCCc2ccccc2)C(c2ccc(Br)s2)NC(=O)N1C (centres undefined)	-0.9	4

nr	TEAD-YAP block	FBW7 act
31	4	0.1
32	3	-0.1
33	11	0.4
34	-5	-0.1
35	0	0.0
36	-7	0.0
37	-4	-0.1
38	1	0.0
39	-21	-0.1
40	-7	0.1

# (further entries)
nr	smiles	GPR151 activ	MITF inh
41	CCOC(=O)c1c(CSCc2ccccc2)n(-c2ccccc2)c2cc(Br)c(OC)cc12	0.2	-1
42	COC(=O)c1cc2ccsc2n1Cc1cccc(F)c1	-1.1	8
43	CCNC(=S)N1c2ccccc2NC2=C(C(=O)CC(C)(C)C2)C1c1ccc(N(C)C)cc1 (centres undefined)	1.2	2
44	COCCOC(=O)c1c(C)oc2c1cc(NS(=O)(=O)c1ccc3ccccc3c1)c1ccccc12	1.0	-3
45	COc1ccc(-c2sccc2C(C)C(=O)O)cc1 (centres undefined)	0.4	-7
46	CCOC(=O)CN(C)Cc1ccc(OC)cc1OC	-0.3	-1
47	O=C(Nc1cc(Sc2nc3ccccc3s2)cc([N+](=O)[O-])c1)c1ccc(F)c(F)c1	-2.3	-6
48	Cc1cc(CNC(=O)Nc2csc3ccccc23)no1	1.9	-16
49	COc1cccc(NC(=O)C(Sc2nnc(N)s2)c2ccccc2)c1 (centres undefined)	1.8	-2
50	CC1(C)CC(c2ccc([N+](=O)[O-])cc2)OC(c2ccccc2)=N1 (centres undefined)	-0.2	1

nr	TEAD-YAP block	FBW7 act
41	-3	-0.2
42	-14	0.1
43	-7	0.0
44	-1	0.0
45	-12	0.3
46	-9	0.0
47	-2	-0.2
48	-2	-0.1
49	-7	-0.1
50	7	-0.1

# Next section:
nr	smiles	GPR151 activ	MITF inh
51	Cc1nc2c(C(=O)NCc3ccccn3)cnn2c(C)c1Cc1ccc(F)cc1Cl	-0.3	5
52	CS(=O)(=O)Nc1ccc(C(=O)NCCC2=CCCCC2)cc1	2.3	13
53	O=C(CSc1nnc(COc2ccccc2)o1)c1ccccc1	0.0	-8
54	COCC(=O)Nn1c(C)nc2ccccc2c1=O	3.0	5
55	CCOC(=O)c1ccc(N2CCN(c3cccc(Cl)c3)CC2)c(NC(=O)Nc2ccc(CC)cc2)c1	-0.6	8
56	COc1ccc(NC(=O)c2ccc(NC(=O)c3ccco3)cc2)cc1NC(=O)c1ccco1	-0.7	-1
57	CCCOC(=O)c1ccc(NC(=O)COc2cc(C)c(Cl)c(C)c2)cc1	-0.6	-4
58	CC(=O)NC(CCS(C)(=O)=O)C(=O)Nc1ccc(F)c(Cl)c1 (centres undefined)	0.4	-5
59	CC(C)N(Cc1ccccc1)C(=O)COC(=O)c1ccc(NC(N)=O)cc1	-0.4	-15
60	CS(=O)(=O)N1CCC(c2nc3c(nnn3Cc3cccc(Cl)c3)c(=O)[nH]2)CC1	-0.1	10

nr	TEAD-YAP block	FBW7 act
51	16	0.1
52	-43	-0.4
53	-4	0.0
54	15	-0.1
55	0	-0.1
56	-1	-0.1
57	6	0.1
58	-10	-0.1
59	-4	0.1
60	4	0.2

# Screen by screen, as entered above.
# Nos. 52 to 60 in MITF inh: 13, -8, 5, 8, -1, -4, -5, -15, 10
# Nos. 52 to 60 in FBW7 act: -0.4, 0.0, -0.1, -0.1, -0.1, 0.1, -0.1, 0.1, 0.2

# New compounds follow.
nr	smiles	GPR151 activ	MITF inh
61	CC(=O)O/N=C1\CCc2c1cc1ccccc1c2Br	0.7	-8
62	Cc1cc(C)n(CCC(N)=O)n1	-1.0	17
63	O=C(CNCC(O)c1ccc([N+](=O)[O-])cc1)NC1CC1 (centres undefined)	-1.2	17
64	Nc1nnc(SCC(=O)NC2CCCC2)s1	-0.6	22
65	Cc1ccc(C(=O)Nc2ccccc2C(=O)O)cc1S(=O)(=O)N1CCC(C)CC1	0.6	12
66	Cn1c(NCc2ccco2)nc2c1c(=O)[nH]c(=O)n2C	0.3	-5
67	CCCOc1ccc(C(=O)C(CCCC(CN(C)C)C(=O)c2ccc(OCCC)cc2)CN(C)C)cc1 (centres undefined)	3.0	-12
68	O=C(CN1CC(c2ccccc2)CC1=O)NCC1Cc2cccc(-c3cnccn3)c2O1 (centres undefined)	-0.5	9
69	Cc1cc(NC(=O)c2cc(-c3cccs3)nc3ccccc23)no1	2.6	-7
70	O=C1N=C(N2CCOCC2)S/C1=C\c1ccccc1	-0.1	5

nr	TEAD-YAP block	FBW7 act
61	-5	-0.1
62	5	0.6
63	-5	-0.2
64	6	1.8
65	-9	0.1
66	-5	-0.1
67	-7	-0.4
68	2	0.6
69	22	0.0
70	-8	0.0

# (more compounds)
nr	smiles	GPR151 activ	MITF inh
71	S=C1NN=C(c2ccccc2)C(c2ccccc2)N1 (centres undefined)	-0.4&-0.6	10&0
72	CCOC(=O)c1c(C=O)c2ccccc2n1C(CC)C(=O)OCC (centres undefined)	2.7	3
73	Cc1ccc2sc(NC(=O)C(C)C)nc2c1C	1.4	-20
74	COc1cc(=O)n2c(c1C(=O)NCCCn1ccnc1)CCN(Cc1ccccc1)CC2	0.2	14
75	C=CCn1c(SCSc2nc3sc4c(c3c(=O)n2CC=C)CCCC4)nc2sc3c(c2c1=O)CCCC3	-0.1	-56
76	CN1C(=O)[C@H]2CN(C(=O)c3cccs3)CCN2C(=O)[C@@H]1CO	-1.1	12
77	CC1CCN(C(=O)c2ccc(Cl)c([N+](=O)[O-])c2)CC1	-0.2	14
78	C=CCn1c(=O)c2ccccc2n2c(SCC(=O)Nc3ccccc3C(=O)O)nnc12	-1.0	13
79	CC[C@H](Cn1nc(-c2ccc(F)c(F)c2)ccc1=O)NC(=O)C(C)C	-1.2	-11
80	CCn1nnc(C(=O)O)c1C(=O)O	0.5	7

nr	TEAD-YAP block	FBW7 act
71	3&6	-0.1&-0.1
72	9	0.2
73	-55	0.0
74	5	-0.1
75	5	0.0
76	-5	0.3
77	0	0.1
78	1	0.3
79	2	0.0
80	3	-0.1

# (further entries)
nr	smiles	GPR151 activ	MITF inh
81	O=C(NCc1ccccc1)C1CC(=O)N(c2ccc(O)cc2)C1 (centres undefined)	0.5	18
82	C[Si](C)(C)CCOCn1nc(-c2cccc(C(=O)NCCN3CCOCC3)c2)c2cc(Nc3ccccc3Cl)ccc21	0.7	-23
83	Cc1cccc(NC(=O)c2c([N+](=O)[O-])c(C)nn2C)c1C	0.9	5
84	COc1ccc(OC)c(S(=O)(=O)Nc2cccc(-c3ccc4nncn4n3)c2)c1	1.0	6
85	COC(=O)c1ccc2c(=O)n(Cc3ccc(Cl)cc3)c(=S)[nH]c2c1	1.7	-3
86	Cc1nc(NCCCCCC(=O)O)c2c(C)c(C)sc2n1	0.5	-14
87	COCCn1cc(C(=O)N2CCOCC2)c2c3ccccc3n(C)c2c1=O	1.3	5
88	Cc1cc2c(=O)n(CC(=O)NC3CCCCCC3)cnc2s1	-1.2	-3
89	O=C(N/N=C\c1ccco1)c1cncc(Br)c1	-1.3	-3
90	NC(=S)N/N=C/c1c(O)ccc2ccccc12	-1.0	78*
91	CCc1[nH]n2c(=O)c(C)c(C)nc2c1-c1cccs1	-0.8	-21

nr	TEAD-YAP block	FBW7 act
81	8	0.4
82	0	-0.1
83	0	-0.1
84	-5	-0.3
85	-4	0.1
86	0	0.1
87	0	-0.1
88	-2	-0.1
89	0	-0.1
90	4	-0.3
91	2	0.0

# Record cards (already shown). Order of values: GPR151 activ | MITF inh | TEAD-YAP block | FBW7 act
# Entry for O=[N+]([O-])c1ccc(OCCCN2CCCCC2)cc1 = 0.4 | -4 | 0 | 0.0
# Entry for COc1ccc(C2C(C(=O)Nc3ccccn3)=C(C)NC3=C2C(=O)CCC3)c(OC)c1 (centres undefined) = 2.6 | 14 | 10 | 0.0
# Entry for CCCOC1CCCN(C(=O)c2ccc(OC)c(OC3CCN(C(C)C)CC3)c2)C1 (centres undefined) = -0.5 | 7 | 0 | 0.0
# Entry for Cn1c(NCc2ccco2)nc2c1c(=O)[nH]c(=O)n2C = 0.3 | -5 | -5 | -0.1

# Screens (PubChem BioAssay)
